# Compound activity from PubChem BioAssay.
# JMJD2A Tudor inh: JMJD2A Tudor domain (human) inhibition. O75164. AlphaScreen JMJD2A-Tudor / H3K4me3 peptide binding. Potency, µM (doses to about 114 µM), inactives show top-dose activity change, negative = inhibition, usual class: inhibitors. 390,000 tested, 4.4% active; further: potency means the concentration at half of the fitted maximal effect; on the % scale 0 is the no-effect control and ±100 the full control effect; nearly all actives have a fitted effect of over 50% in size
# ERG Ets-DNA blk: inhibitors of human ERG Ets domain-DNA interaction. fluorescence polarization, His-ERG Ets domain / labelled DNA. 370,000 tested, 0.028% active. Potency, µM (series often up to 76.9 µM), without a hit: at the top dose FP activity, negative = inhibition, most hits filed as inhibitors. P11308; active means well fitted inhibition curve with a large enough effect in the polarisation, with a control signal flat; inconclusive means small, poorly fitted or top-dose-only effect, or effect the other way, or a change in a side signal; inactive means no such curve, though single readings can be large or run the other way; the % refers to the polarisation;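 further: polarization taken with two DNA probes labelled with fluorescein and Texas red; potency means the concentration at half of the fitted maximal effect; % of control where 0% means no effect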
#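 His-tagged ERG Ets domain (1 uM in the protein solution; 300mM KCl, 50mM Tris-HCl, 1mM EDTA, 1mM DTT, pH 7.5) received compound, then a probe mix of 5 nM fluorescein-DNA and 100nM Texas-615-DNA. Fluorescence polarization was read for both dyes.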
# RGS4 inhibitor: human RGS4 inhibition; 390,000 tested, 0.039% active; P49798; Transcreener GDP fluorescence polarization, RGS4-accelerated GTP hydrolysis; Potency, µM (titrated, usually from 114 µM), inactives show at the highest dose activity change, negative = inhibition, hits mostly inhibitors; further: potency means the concentration at half of the fitted maximal effect; on the % scale 0 is the no-effect control and ±100 the full control effect; nearly all actives have a fitted effect of over 75% in size; some results filed as inactive show a strong effect at the top dose
#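 MLSMR compounds (23 nl, pin-transferred) preincubated 10 min at room temperature with a 500nM (2x) first reagent, then RGS4 at 900nM (2x) plus Transcreener GDP mix added; fluorescence polarization (620/688 nm) read before and after 90 min at 30 °C.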
# BAZ2B block: inhibitors of human BAZ2B bromodomain; AlphaScreen BAZ2B-H3K14Ac peptide displacement; AID 504333; 360,000 tested, 4.4% active; Potency, µM (top dose mostly 114 µM), for the others: at the highest dose activity change, negative = inhibition, usual class: inhibitors; Q9UIF8; further: potency means the concentration at half of the fitted maximal effect; on the % scale 0 is the no-effect control and ±100 the full control effect; nearly all actives have a fitted effect of over 60% in size
#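 BAZ2B (50 nM) with biotin-H3(5-23)K14Ac peptide (50 nM) in PBS pH 7.4, 0.01% Tween-20, preformed 30 min, then compound 30 min at room temperature; top concentration 110uM. AlphaScreen streptavidin donor/nickel chelate acceptor beads (10 ug/mL final), 20 min dark, signal read.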
# HP1b chromo inh: HP1-beta chromodomain-methylated histone interaction inhibition | P83916 | AlphaScreen HP1-beta / biotin-H3K9me3 peptide binding | Potency, µM (doses to about 114 µM), for inactives: top-dose activity change, negative = inhibition, actives largely listed as inhibitors | 390,000 tested, 0.56% active; further: potency means the concentration at half of the fitted maximal effect; nearly all actives have a fitted effect of over 70% in size; inactives centre near 23
#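 Compound inhibition of the preformed complex between 50 nM HP1-beta and 50 nM biotinylated H3K9me3 peptide was read by AlphaScreen. Buffer was PBS pH 7.4 with 0.01% Tween-20. Incubations ran 30 min at room temperature, with 10 ug/mL donor/acceptor beads.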
# ALOX12 inh: inhibitors of human 12S-lipoxygenase ALOX12; purified 12hLO, xylenol orange hydroperoxide absorbance; 580,000 tested, 1.1% active; P18054; Potency, µM (titrated, usually from 108 µM), without a hit: at the top dose activity change, negative = inhibition, hits mostly inhibitors; AID 1671190; further: potency means the concentration at half of the fitted maximal effect; on the % scale 0 is the no-effect control and ±100 the full control effect
#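 Hydroperoxide product was detected by ferrous iron/xylenol orange as the 573 to 405 nm absorbance ratio. Arachidonic acid at 40 uM (final) was turned over for 30 min at room temperature by 150 nM human 12hLO, pH 7.0 Hepes buffer, after 15 min compound preincubation.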
# PI4K2A inh: PI4K2A (human) kinase inhibition | purified PI4K2A, ADP-Glo luminescence, 1 h; stronger effect = lower value | activity change, negative = inhibition, % at 76.9 µM | 420,000 tested, 0.13% active; in the data active means activity change below about -50%; inconclusive means mostly about -30% to -49%;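 further: -100% = wells without enzyme as full effect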
#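 ADP-Glo luminescence measured ADP generated by PI4K2A enzyme (4 ug/mL before mixing) with 1.2 mM PI substrate (pre-mix) and 300 microM ATP (pre-mix). Tris pH7.5 buffer with MgCl2, Triton X-100; 1 h reaction at ambient temperature.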
# G9a inh: blocks human histone lysine methyltransferase G9a. 350,000 tested, 8.8% active. AID 504332. Potency, µM (top dose mostly 102 µM), for inactives: at the highest dose activity, negative = inhibition, actives largely listed as inhibitors. G9a H3K9 monomethylation, AlphaScreen, 2 h. Q96KQ7; further: potency means the concentration at half of the fitted maximal effect; on the % scale 0 is the no-effect control and ±100 the full control effect; nearly all actives have a fitted effect of over 75% in size
#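 AlphaScreen read-out: biotin-H3K9 peptide (500 nM) methylation by 20 nM enzyme with 20 uM SAM, 2 h at room temperature after 15 min compound preincubation; anti-monomethyl H3K9 antibody plus donor/acceptor beads, 10 min dark.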
# GLS inh: inhibitors of human glutaminase (GLS). GLS enzymatic activity, qHTS titration. Potency, µM (highest dose often 45.5 µM), for the others: top-dose activity change, negative = inhibition, hits mostly inhibitors. 410,000 tested, 0.21% active. AID 624170; further: potency means the concentration at half of the fitted maximal effect; on the % scale 0 is the no-effect control and ±100 the full control effect
#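 Coupled fluorescence readout: glutamate oxidase/HRP/Amplex Red detect glutamate formed by hKGA from L-glutamine (1 mM solution added). Buffer 45 mM KH2PO4 pH 8.2, 0.02% Tween-20; reads at t0 and 30 min RT.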
# An asterisk follows results filed as active; ? = inconclusive; . = not tested or not shown; & = joins results of further samples; [ ] = remark or other dose. Unless noted, the call rests on the fitted dose curve; in most records, active means well fitted curve in the direction sought with a large enough effect; inconclusive means small, poorly fitted or top-dose-only effect, or another doubt; inactive means no such curve, though single readings can be large; an effect the other way counts as inactive or inconclusive. Not all compounds are listed; count on the stated rates, not on these rows.
entry | Compound | JMJD2A Tudor inh | ERG Ets-DNA blk | RGS4 inhibitor | BAZ2B block | HP1b chromo inh | ALOX12 inh | PI4K2A inh | G9a inh | GLS inh
1 | COCC(=O)Nc1ccc(Br)c(C)c1 | -4% | -3% | 8% | -3% | 60%[activator] | 2% | -4 | 9% | -1%
2 | CCCOc1cccc(C(=O)Nc2cccc(NC(=O)c3ccco3)c2)c1 | -26% | 4% | -23% | -15% | ? | 0% | 5 | -5%[59 µM] | -11%
3 | CCNC(=O)NC(=O)CSc1nc2ccccc2n1CCOC | -7% | 8% | ? | -3% | 41%[activator] | 0% | 2 | 7% | -11%
4 | COc1ccc(C)cc1NC(=O)C1CCN(S(=O)(=O)c2cccs2)CC1 | -16% | -3% | 3% | -1% | 14% | 0% | 0 | 22% | -10%
5 | O=C(COc1ccc(Cl)cc1Cl)NCC(=O)N/N=C/c1c[nH]c2ccccc12 | -15% | 12% | 0% | -20% | 12% | -12% | 1 | 4%[59 µM] | -10%
6 | Cc1cccc(OCC(=O)N2CCc3ccccc3C2)c1 | -9% | 2% | 1% | -7% | 28% | -22% | -3 | . | 1%
7 | Fc1ccccc1N1CCN(c2nnc(C(F)(F)F)c3nnn(Cc4ccccc4)c23)CC1 | 6% | -3% | -1% | 4% | 41%[activator] | -5% | 0 | 9%[59 µM] | 7%
8 | COc1cccc(NC(=O)CN(C)C(=O)c2cc(S(=O)(=O)N3CCCCC3)ccc2Cl)c1 | -5% | -10% | -5% | -3% | 35% | ? | -2 | 4%[0.501 µM] | -2%
9 | O=C1C2C3CCC(C3)C2C(=O)N1CNc1ccc(F)cc1 (stereo not drawn) | -8% | 5% | 4% | 3% | 25% | -8% | 4 | 11%[12.7 µM] | 21%
10 | Cc1c(C(=O)OC2CCC(C)CC2)[nH]c2c1C(=O)CC(c1ccccc1Cl)C2 (stereo not drawn) | -12% | 2% | 12% | -11% | 18% | -12% | -3 | 0%[59 µM] | 7%
11 | CCOC(=O)c1ccccc1NC(=O)CSc1nccn1Cc1ccco1 | -25% | -2% | -19% | -33% | 10%[57 µM] | -19% | 0 | -4%[59 µM] | -5%
12 | C[C@]1(C(=O)O)C=C[C@@H](Cc2ccccc2)N1C(=O)c1ccccc1 | -8% | 14% | 0% | -1% | 106%[activator] | 18% | -6 | ? | -1%
13 | CC12CCC(C(=O)Nc3ccccc3)(C(Br)C1=O)C2(C)C (stereo not drawn) | -5% | 2% | -3% | 5% | 47%[activator] | 11% | -4 | 5% | -2%
14 | O=S1(=O)CCOCCN1Cc1ccccc1 | -10% | -4% | 0% | -1% | 43%[activator] | -8% | -1 | . | -4%
15 | COc1cc(C(=O)Nc2nnc(S(=O)(=O)N3CCCCCC3)s2)cc(OC)c1OC | -10% | 15% | 2%[11.4 µM] | -16% | 36% | 6% | 5 | 55%[activator][59 µM] | -1%
16 | COc1ccccc1C(=O)Nc1nnc(-c2ccccc2)s1 | 0% | 3% | 3% | 9% | 14% | -1% | -1 | 6%[0.501 µM] | 1%
17 | OCCCn1c(C2CCCN2c2nc(-c3ccc(Cl)cc3)cs2)nc2cc(Cl)c(N3CCCCC3)cc21 (stereo not drawn) | -17% | -5% | -13% | . | 14% | -8% | 3 | . | -3%
18 | Cn1c(=O)c2c(ncn2CC(=O)Nc2cccc(C(F)(F)F)c2)n(C)c1=O | -8% | -7% | 10% | 4% | 38% | -17% | 1 | 28%[59 µM] | 1%
19 | N#Cc1cc(-c2cccc(Cl)c2)c[nH]c1=O | -19% | -7% | -7% | -3% | 13% | -19% | 3 | 32%[59 µM] | 11%
20 | Cc1c(C(=O)Nc2ccc(C(F)(F)F)cc2)sc2ncn(CC(=O)N3CCN(c4ccccn4)CC3)c(=O)c12 | -23% | -2% | -25% | -13% | 21% | -13% | 3 | -13%[0.501 µM] | -10%
21 | COc1ccc2nc(SCC(=O)Nc3ccccc3)[nH]c2c1 | -5% | -1% | -17%[11.4 µM] | -35% | 1% | ? | 2 | -3% | 2%
22 | Cc1c(C(=O)NCC(c2ccco2)N2CCCC2)oc2ccc(Cl)cc12 (stereo not drawn) | -34% | 10% | 21%[56.9 µM] | ? | 22% | -7% | -3 | 0%[59 µM] | 2%
23 | Cc1ccc(C(=O)NCCCN2CCOCC2)cc1Cl | 4% | -9% | -18% | -4% | 32% | -15% | 1 | 24%[0.501 µM] | 0%
24 | Cc1cc(C(=O)NNC(=O)/C=C/c2ccc(F)cc2)c(C)o1 | -4% | 5% | -2% | -1% | 46%[activator] | 7% | -3 | 83%[activator] | 2%
25 | CC(C)Cn1nc(-c2ccccc2)c2ccccc2c1=O | -16% | 7% | 6% | 1% | 39% | 0% | -3 | 25% | 2%
26 | CC1CC(C)CN(c2ccc([N+](=O)[O-])cc2-c2nn[nH]n2)C1 (stereo not drawn) | -19% | 5% | 19% | -8% | 10% | -15% | 2 | -4%[59 µM] | 25%
27 | CCC[C@@H]1CCCO[C@@](C(=O)NCc2cc(C)n(C)n2)(C(F)(F)F)C1 | -10%&-1% | 6% | -16%&-24% | . | 23%&25% | 3% | 3 | . | 4%
28 | S=C(Nc1ccc(Cl)cc1)N(CCCN1CCOCC1)Cc1cccs1 | -14% | -10% | 8% | -21% | 7% | 0% | -2 | -37% | -2%
29 | CCCN(C(=O)c1cc(S(=O)(=O)N2CCCCCC2)ccc1OC)C1CCS(=O)(=O)C1 (stereo not drawn) | -10% | -11% | -1% | 10% | 14% | 4% | 0 | -5% | 2%
30 | Cc1cc(NC(=O)C2CC(=O)N(c3ccc(Cl)cc3)C2)no1 (stereo not drawn) | -4% | -7% | 8% | -1% | 8% | -16% | 3 | -2%[59 µM] | 10%
31 | CCC(C)(C)NC(=O)C(c1ccc(F)cc1)N(Cc1ccco1)C(=O)CCC(=O)Nc1ccccn1 (stereo not drawn) | -13% | -6% | 4% | -34% | -8% | 0% | -17 | -18%[59 µM] | 1%
32 | O=c1/c(=C/c2ccccc2)sc2nnc(-c3cccs3)n12 | -2% | -2% | -7% | 0% | -1% | ? | 76 | . | -4%
33 | CC1CCN(S(=O)(=O)c2ccc(F)c(C(=O)O)c2)CC1 | -3% | -5% | -2% | 6% | 38% | 149% | -2 | -13% | -1%
34 | Cc1ccc(OCC(=O)Nc2ccc(O)c(-c3nc4ccccc4o3)c2)cc1 | -17%[11.4 µM] | -7% | -20%[11.4 µM] | -4% | 51%[activator] | 0% | 2 | -13%[12.7 µM] | -9%
35 | O=C(Cn1cc(COc2ccccc2[N+](=O)[O-])nn1)c1ccc(O)cc1 | ? | -18% | -40% | . | 25% | 2% | -1 | . | -8%
36 | CSCCNC(=O)c1ccc2nc(C3CCCCC3)oc2c1 | -14% | -6% | 21% | 11% | -5% | -23% | -2 | . | -1%
37 | CC(=O)Cc1cc(=O)c2c(C)cc(O)c(C3OC(CO)C(O)C(O)C3O)c2o1 (stereo not drawn) | -6% | 2% | 4% | -28% | 40%[activator] | 1% | -7 | -3%[12.7 µM] | 1%
38 | CCn1c(SCC(=O)N(C)CC(=O)Nc2cccc(OC)c2)nnc1-c1ccco1 | -15% | -1% | 3% | -1% | 11% | 22% | -5 | -30% | 17%
39 | Cc1ccc(C(C)C)c(OCC#CCN2CCOCC2)c1 | 22µM* | 0% | -11% | 50µM* | ? | ? | 4 | 7.9µM* | -5%
40 | CCN(CC)CCNC(=O)c1cc(S(C)(=O)=O)ccc1OC | -22% | 10% | -4%[56.9 µM] | ? | 42%[activator] | 0% | 7&-2&-1 | 0%[59 µM] | 9%
41 | O=C(O)c1ccc(N2CCCCS2(=O)=O)cc1 | 1% | 10% | -1% | -14% | 15% | 7% | 5 | ? | 23%
